D1 PAM = potentiators of human D1 dopamine receptor. HEK293 TREx D1 cells, calcium flux, dopamine EC20 potentiation. P21728. potentiation, % at 10 µM. AID 504651. 360,000 tested, 0.036% active; in the data active means potentiation above about 30%; further: 0% is about no effect
D2 PAM = positive allosteric modulators of human D2 dopamine receptor. P14416. HEK293 T-REx D2, calcium flux, EC20 dopamine potentiation. potentiation, % at 10 µM. 340,000 tested, 0.34% active. AID 485347;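 active means potentiation over 3 SD above the plate norm, cut at about 30% in these data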; further: 0% is about no effect
Target sequence (P14416 whole entry, looked up): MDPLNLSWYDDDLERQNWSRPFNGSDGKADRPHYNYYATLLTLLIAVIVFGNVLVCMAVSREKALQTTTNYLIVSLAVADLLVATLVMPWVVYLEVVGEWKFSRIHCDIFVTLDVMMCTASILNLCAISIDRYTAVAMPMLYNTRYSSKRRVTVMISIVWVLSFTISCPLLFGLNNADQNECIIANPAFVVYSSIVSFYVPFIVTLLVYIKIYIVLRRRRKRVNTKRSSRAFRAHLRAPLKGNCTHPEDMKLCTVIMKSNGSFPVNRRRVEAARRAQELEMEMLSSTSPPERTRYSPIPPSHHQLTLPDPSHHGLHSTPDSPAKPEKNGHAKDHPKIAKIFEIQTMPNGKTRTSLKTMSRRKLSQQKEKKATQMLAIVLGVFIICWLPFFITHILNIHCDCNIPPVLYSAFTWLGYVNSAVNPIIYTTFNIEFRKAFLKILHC
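Primary screen. Calcium kinetics in induced HEK293 T-REx D2 cells: compound pre-addition 180 s, EC20 dopamine, 180 s more.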
D1 ag = activates the human D1 dopamine receptor; P21728; HEK293 T-REx D1 cells, calcium flux, agonist mode; activation, % at 2 µM; 360,000 tested, 1% active; in the data active means activation above about 30%; further: 0% is about no effect
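Agonism was scored from calcium flux recorded over 180 s (1 read/s) after pintool compound addition, following a 10-cycle baseline. Cells were inducible force-coupled HEK293 TREx D1, plated overnight at 30 C and loaded with no-wash calcium dye.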
RXFP1 antag = antagonists of human relaxin receptor RXFP1; Q9HBX9; HEK293-RXFP1, relaxin-stimulated cAMP HTRF, 30 min; active compounds read low; activity change, negative = inhibition, % at 57.5 µM; 350,000 tested, 0.59% active;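 active means activity change of -60% or lower, but not beyond a set lower limit; inconclusive means change between -60% and -40%, or beyond the set limit; inactive means change above -40%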; further: on the % scale 0 is the no-effect control and ±100 the full control effect
RXFP1 ag = agonists of human relaxin receptor RXFP1. Q9HBX9. HEK293T-RXFP1 cAMP TR-FRET, 30 min; response scale: percent of porcine relaxin response, buffer zero. Potency, µM (titrated, usually from 57.5 µM), inactives show top-dose activation, usual class: activators. 370,000 tested, 0.3% active; further: potency means the concentration at half of the fitted maximal effect; on the % scale 0 is the no-effect control and ±100 the full control effect; nearly all actives have a fitted effect of over 60% in size; many of its hits are not listed in these tables
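HEK293T cells stably expressing RXFP1 were pretreated with the PDE4 inhibitor Ro 20174, exposed to compounds for 30 min at 37C, lysed, and cAMP was read by TR-FRET. Data normalized to buffer (basal) and 29 nM porcine relaxin (100%).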
Vif-APOBEC3F blk = blocks the Vif interaction with APOBEC3F; Potency, µM (top dose mostly 46.1 µM), for inactives: top-dose activity, negative = active; HeLa A3F-eYFP + Vif (tagged APOBEC3F with the HIV-1 protein that degrades it), YFP fluorescence increase; 390,000 tested, 0.2% active; further: potency means the concentration at half of the fitted maximal effect; % of control where 0% means no effect; nearly all actives have a fitted effect of over 65% in size
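HeLa cells stably expressing Vif plus C-terminally eYFP-tagged A3F were seeded, incubated overnight at 37 deg C, dosed with compound, incubated overnight again at 37 deg C. Yellow fluorescence (Ex 488/Em 500-530) reported blocked Vif-mediated A3F-eYFP degradation.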
D1 antag = human D1 dopamine receptor antagonism | P21728 | HEK293 TREx D1 cells, calcium flux, dopamine EC80; active compounds read low | activity change, negative = inhibition, % at 10 µM | 360,000 tested, 3.2% active; in the data active means activity change below about -30%; further: on the % scale 0 is the no-effect control and ±100 the full control effect
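Using tetracycline-induced force-coupled D1 Hek293 cells and a calcium dye, signals were followed for 180 s after compound, then for 180 s after EC80 dopamine, to detect inhibitors.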
Vif-APOBEC3G blk = Vif-A3G binding inhibition. Q9HC16. HeLa A3G-eYFP + Vif (tagged APOBEC3G with the HIV-1 protein that degrades it), YFP fluorescence, overnight. Potency, µM (highest dose often 46.1 µM), inactives show at the highest dose activity, negative = active, most hits filed as inhibitors. 410,000 tested, 0.076% active. AID 602310;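 further: potency means the concentration at half of the fitted maximal effect; on the % scale 0 is the no-effect control and ±100 the full control effect; nearly all actives have a fitted effect of over 60% in size; hits raise eYFP signal because A3G escapes Vif-driven loss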
Target sequence (Q9HC16 whole entry, looked up): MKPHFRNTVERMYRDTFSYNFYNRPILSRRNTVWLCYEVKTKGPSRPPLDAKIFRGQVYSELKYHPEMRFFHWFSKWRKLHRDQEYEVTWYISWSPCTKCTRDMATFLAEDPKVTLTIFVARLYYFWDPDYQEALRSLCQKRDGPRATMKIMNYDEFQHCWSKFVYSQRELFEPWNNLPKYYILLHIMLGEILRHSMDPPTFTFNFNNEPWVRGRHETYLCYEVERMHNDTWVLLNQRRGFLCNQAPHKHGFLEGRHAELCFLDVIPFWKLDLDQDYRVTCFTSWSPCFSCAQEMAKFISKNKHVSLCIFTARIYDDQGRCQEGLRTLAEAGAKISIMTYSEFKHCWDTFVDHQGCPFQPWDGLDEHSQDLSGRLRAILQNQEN
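HeLa cells stably expressing Vif and C-terminally eYFP-tagged A3G, seeded overnight at 37 deg C, then exposed to compound by pintool overnight at 37 deg C. Rise in yellow fluorescence (Ex 488/Em 500-530, Acumen) marks blocked Vif-driven A3G degradation.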
Glioma ERSR ind = induces the endoplasmic reticulum stress response in human glioma cells; U87-MG GRP78 promoter luciferase reporter, 16 h; Potency, µM, for inactives: at the top dose activation, hits mostly activators; 420,000 tested, 0.02% active; AID 602332; further: potency means the concentration at half of the fitted maximal effect; series mostly up to about 76 µM; % of control where 0% means no effect; nearly all actives have a fitted effect of over 35% in size
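Stably transfected U87-MG glioma cells carrying a GRP78-based luciferase sensor; 16 h compound incubation. Luminescence end-point read 10 min after Bright-Glo addition at room temperature.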
* marks the source's active call; other numbers are inactive results; ? = inconclusive; . = not tested or not shown; & = joins results of further samples. Unless noted, the call rests on the fitted dose curve; in most records, active means well fitted curve in the direction sought with a large enough effect; inconclusive means small, poorly fitted or top-dose-only effect, or another doubt; inactive means no such curve, though single readings can be large; an effect the other way counts as inactive or inconclusive. An excerpt, so the mix of outcomes need not match the whole.

SMILES | D1 PAM | D2 PAM | D1 ag | RXFP1 antag | RXFP1 ag | Vif-APOBEC3F blk | D1 antag | Vif-APOBEC3G blk | Glioma ERSR ind
O=C(NCC1COc2ccccc2O1)C1C2C=CC3(CN(Cc4cccs4)C(=O)C13)O2 (configuration not stated) | -1 | -2 | 0 | 1 | -0.4% | 1% | 6 | 0% | -3%
O=C(C1CCN(Cc2ccc(F)cc2)CC1)N(CCO)Cc1ccccc1 | -4 | . | 4 | 6 | -0.7% | -1% | -18 | -1% | -3%
O=C(c1cccc(S(=O)(=O)N2CCN(c3ccc(F)cc3)CC2)c1)N1CCN(c2ccccc2O)CC1 | . | . | . | -23 | . | -5% | . | 2% | 3%
CC(C)c1ccc(OCc2ccc(C(=O)N3CCN(c4ccccn4)CC3)cc2)cc1 | 1 | 0 | 8 | -15 | -3.8% | 9% | 11 | 1% | -10%
Cc1cc(Cl)ccc1OCCCC(=O)Nc1cccnc1 | -8 | 1 | 7 | -2 | -0.2% | -7% | -6 | -21% | -4%
Cc1ccc(C2/C(=C(/O)c3ccc(Cl)cc3)C(=O)C(=O)N2CC2CCCO2)o1 (configuration not stated) | -6 | 1 | 1 | -4 | 0.5% | 2% | 19 | 1% | 4%
Cc1ccc(/C=C/c2onc(C)c2S(=O)(=O)N2CCC(C(=O)N3CCC(N(C)C(C)C)CC3)CC2)cc1 | -1 | -4 | 21 | -4 | -1.5% | -2% | -20 | 3% | -10%
COc1ccccc1-n1c(SCC(N)=O)nnc1-c1ccc(S(=O)(=O)N2CCCCC2)cc1 | 3 | -10 | 2 | -7 | 1.6% | -7% | 2 | 1% | -2%
CCC(C)NC(=O)Cc1ccc(NC(=O)N2CCCCc3ccccc32)cc1 (configuration not stated) | -5 | 3 | 1 | . | -1.2% | -1% | -10 | 2% | -3%
Cc1ccccc1Sc1ccc([N+](=O)[O-])cn1 | . | . | . | -2 | . | 3% | . | -2% | -1%
COc1ccc(-c2ccc(CO)o2)cc1N | -2 | -3 | 2 | -12 | 3.0% | -11% | 5 | 1% | -1%
N#Cc1c(-c2ccc3c(c2)OCO3)cc[nH]c1=O | -6 | 11 | 0 | 5 | 6.9% | 4% | 6 | 0% | -4%
O=C(Cn1c(NCCCO)nc2ccccc21)c1ccc([N+](=O)[O-])cc1 | -1 | -2 | 5 | 1 | 1.1% | 1% | -10 | 9% | 2%
CCOc1cc(S(=O)(=O)N2CCN(Cc3ccccc3)CC2)ccc1Br | 4 | . | -1 | -20 | -0.2% | 0% | 3 | 0% | -6%
Cc1csc2nc(CNS(=O)(=O)c3ccc4c(c3)CCCC4)cn12 | -17 | -5 | 10 | -3 | 2.3% | 3% | -60* | 2% | 1%
O=C(CCCc1nc2ccccc2s1)NNC(=O)CCN1CCN(Cc2ccccc2)CC1 | 0 | -9 | -4 | 1 | 0.3% | 8% | -5 | -1% | -7%
COC(=O)c1ccccc1NC(=O)Cn1cnc([N+](=O)[O-])c1 | -1 | 16 | 5 | -5 | 2.7% | 0% | -89* | 1% | -5%
COc1cc(NC(=O)c2cc(-c3cccs3)on2)cc(OC)c1OC | -1 | -26 | 1 | -8 | -2.4% | -1% | -11 | ? | -2%
COC(=O)c1ccc(N2CCN(C)CC2)c(NC(=O)COc2ccccc2)c1 | 0 | 7 | 3 | 10 | 0.2% | -9% | 6 | -1% | -3%
Cc1c(C(N)=O)sc2nc(-c3ccccc3)cn12 | -5 | -3 | 1 | 6 | -0.9% | 5% | -23 | 0% | 2%
O=C(CSc1ncnc2c1oc1ccccc12)NC1CCCC1 | 1 | 1 | 4 | 19 | ? | 1% | 12 | 0% | 6%
COc1ccc2oc(=O)cc(CN3CCN(C(=O)c4ccccc4F)CC3)c2c1 | 0 | -23 | 0 | -4 | 0.2% | -1% | 5 | 7% | -1%
CCC[C@@H](CNC)NC[C@H](Cc1ccccc1)NCCCCc1ccccc1 | -7 | . | 6 | . | 1.0% | 2% | -8 | -22% | -13%
Cc1ccc(CNC(=O)c2cccc(OCc3c(C)noc3C)c2)cc1 | 4 | -3 | 13 | 1 | 4.5% | . | -2 | -11% | -13%
Cc1nc(C)c(/C(O)=C/c2nc3ccccc3oc2=O)s1 | -8 | 27 | 3 | -14 | 8.1% | -1% | -11 | -13% | 6%
CCOC(=O)c1ccc(Nc2ccc(-c3ccc(OC)c(OC)c3)nn2)cc1 | -4 | -5 | -1 | 0 | -0.4% | -4% | 1 | -7% | ?
CCN(c1ccc(C)cc1)S(=O)(=O)c1nnc(NC(=O)c2cccs2)s1 | -2 | 4 | 0 | ? | 1.4% | -4% | -4 | -18% | 3%
CC(C)CCNC(=O)CN(Cc1ccccc1)C(=O)CCC(=O)Nc1ccccn1 | -1 | -5 | 0 | -1 | -5.0% | 1% | 5 | -3% | -3%
CCSc1nnc(-c2c[nH]c3ccccc23)o1 | 2 | -3 | 3 | 3 | -2.0% | 2% | 10 | 0% | 3%
COc1cccc(N(Cc2nnc3n2CCCCC3)C(=O)Nc2ccccc2)c1 | -6&0 | 1&3 | 4&0 | 0 | 2.8%&2.2% | -1%&-1% | 2&7 | -1%&2% | 3%&-4%

Compound profiles, from the list above. Values in the order: D1 PAM, D2 PAM, D1 ag, RXFP1 antag, RXFP1 ag, Vif-APOBEC3F blk, D1 antag, Vif-APOBEC3G blk, Glioma ERSR ind
COc1cccc(N(Cc2nnc3n2CCCCC3)C(=O)Nc2ccccc2)c1 is listed with -6&0, 1&3, 4&0, 0, 2.8%&2.2%, -1%&-1%, 2&7, -1%&2%, 3%&-4%
COc1cc(NC(=O)c2cc(-c3cccs3)on2)cc(OC)c1OC is listed with -1, -26, 1, -8, -2.4%, -1%, -11, ?, -2%
O=C(CCCc1nc2ccccc2s1)NNC(=O)CCN1CCN(Cc2ccccc2)CC1 is listed with 0, -9, -4, 1, 0.3%, 8%, -5, -1%, -7%
O=C(CSc1ncnc2c1oc1ccccc12)NC1CCCC1 is listed with 1, 1, 4, 19, ?, 1%, 12, 0%, 6%

Continuation:
SMILES | D1 PAM | D2 PAM | D1 ag | RXFP1 antag | RXFP1 ag | Vif-APOBEC3F blk | D1 antag | Vif-APOBEC3G blk | Glioma ERSR ind
O=C(NCc1ccc(Cl)cc1)c1ccc(Cn2cc(C(F)(F)F)ccc2=O)cc1 | -4 | . | 1 | 39 | 1.6% | -9% | 0 | -1% | -2%
CCC(C)(NC(=O)c1ccc(=O)[nH]c1)C(=O)NC1CCCC1 (configuration not stated) | 10 | . | -2 | . | 3.4% | 4% | 12 | 2% | -2%
COc1ccccc1NC(=O)C(C)OC(=O)c1ccc(-n2cnnn2)cc1 (configuration not stated) | -7 | -1 | 1 | 9 | -0.7% | 10% | -20 | 0% | 0%
COc1ccc(/C=N/NC(=O)C(C)N(c2ccc(OC)cc2)S(C)(=O)=O)cc1 (configuration not stated) | -1 | 20 | 0 | 0 | -0.3% | 2% | -4 | 2% | -1%
O=C(NC1=NCCS1)c1ccc(C(F)(F)F)cc1 | -3 | -7 | 0 | -5 | 2.4% | -11% | 2 | 1% | -1%
COc1ccc(C(=O)O)cc1S(=O)(=O)N1CCSCC1 | -2 | 6 | 2 | -4 | 0.0% | 1% | 1 | 1% | 6%
Cc1cccnc1CCNC(=O)CCc1nnc(-c2ccccc2)o1 | 4 | 3 | 3 | -7 | -0.8% | -13% | -3 | 0% | -2%
Cc1cc(C)cc(NC(=O)COC(=O)C2CC3C=CC2C3)c1 (configuration not stated) | . | . | . | -3 | . | 2% | . | 0% | -2%
O=S(=O)(c1cc(Cl)ccc1Cl)n1ccnc1 | -3 | -5 | 1 | 3 | 1.2% | -12% | 6 | 0% | -10%
Fc1cccc(-c2nnn3c2nc(NCCc2ccccc2)c2ccccc23)c1 | 0 | -13 | 0 | . | 28% | -11% | 5 | -6% | 1%
O=C(NC1=C(Nc2ccc(Cl)cc2)C(=O)c2ccccc2C1=O)c1ccccc1 | 3 | 1 | 0 | -12 | 2.4% | -5% | 14 | -7% | -3%
Cc1ccccc1C(=O)NC1CCN(Cc2nnnn2CCc2ccccc2)CC1 | -1 | -7 | 0 | -1 | 0.6% | 2% | -7 | 2% | -2%
CCOC(=O)N1CCN(C(=O)c2ccc3c(=O)n(-c4ccc(OC)cc4OC)c(=S)[nH]c3c2)CC1 | . | . | . | 1 | 1.1% | . | . | -4% | -5%
CC1CCN(S(=O)(=O)c2ccc3c(c2)N(CC(=O)NCCN(C)C)C(=O)CO3)CC1 | 2 | 0 | 1 | . | 3.3% | 2% | -2 | -6% | 2%
O=C(CCN1C(=O)S/C(=C/c2ccc(Cl)cc2)C1=O)N1CCOCC1 | -5 | -4 | 6 | 0 | -1.2% | 0% | -3 | 0% | -4%
O=C(NCCc1ccccc1Cl)C1CCN(S(=O)(=O)c2cccs2)CC1 | -8 | 6 | 4 | -4 | -0.5% | -3% | 3 | 0% | -2%
CCc1cccc(NC(=O)CN(c2ccc(OC)cc2)S(=O)(=O)c2c(C)n[nH]c2C)c1 | 3 | -11 | 4 | -1 | 2.4% | -6% | 2 | 0% | 6%
O=C(CC(=O)Nc1ccc(Cl)cc1Cl)Nc1ccc(Cl)cc1Cl | -13 | -2 | 1 | -4 | 0.2% | 0% | -2 | 1% | 1%
COc1nnc(-c2ccc(N3CCCCC3)c(NC(C)=O)c2)c2ccccc12 | -4 | 2 | 0 | -5 | 0.9% | 0% | -12 | 1% | -2%
O=C(NCC(c1cccs1)N1CCOCC1)c1ccccc1NS(=O)(=O)c1ccc(Cl)cc1 (configuration not stated) | 4 | 10 | 5 | -15 | -3.1% | -10% | -15 | -16% | -4%
CCN1C(=O)[C@H]2[C@@H](c3ccc(C)cc3)N[C@]3(CCCN(Cc4ccccc4)C3=O)[C@H]2C1=O | . | . | . | 7 | . | -3% | . | 1% | -2%
COc1ccccc1NC(=O)N1c2ccc(F)cc2CCC1C (configuration not stated) | -1 | 29 | 0 | 15 | 1.1% | -3% | 12 | 1% | -4%
CCOC(=O)N1CCN(C(=O)c2nn(C)c3c2CSc2ccccc2-3)CC1 | 8 | 16 | 7 | 0 | 1.9% | -14% | 9 | 0% | -2%
CC[n+]1ccc(/C=C/c2c[nH]c3ccccc23)cc1 | -2 | 2 | 64* | . | 1.2% | 7.1µM* | 10 | 5µM* | -2%
CCOc1ccc(CC(=O)N/N=C(\C)c2cccnc2)cc1 | -6 | 2 | 9 | -2 | 4.7% | 0% | -36* | 4% | -1%

High-throughput results (PubChem)
